Shiga inhibitor: blocks Shiga toxin action in Vero cells. inhibition, % at 38.7 µM. 9.2% of 290,000 active. AID 2315. Vero cells, Shiga toxin protein synthesis inhibition reporter; in the data active means inhibition mostly above about 28%, no sharp cut-off; inactive means mostly below about 43%; further: 0% is about no effect
HCMV antiviral: inhibitors of human cytomegalovirus; HFF cells, HCMV-luciferase reporter, 72 h; stronger effect = lower value; activity change, negative = inhibition, % at 57.5 µM; 4.5% of 410,000 active; AID 1259415; in the data active means activity change below about -60%; inconclusive means no clear call, values can overlap the other calls; inactive means above about -39%; further: on the % scale 0 is the no-effect control and ±100 the full control effect
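Human foreskin fibroblasts infected with luciferase-reporter HCMV at MOI 1 PFU/cell, compounds at two doses. Luciferase measured 72 h post infection; normalized to buffer-only basal and Salinomycin (10uM) controls.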
CHX counter: counter-screen hit for Shiga toxin inhibitors, cycloheximide. cell reporter, cycloheximide protein synthesis inhibition counterscreen. max response, %. 12% of 300,000 active; in the data active means max response mostly above about 13%, no sharp cut-off; inactive means mostly below about 14%; further: read at 38.3 µM for the half of the compounds with a filed dose; 0% is about no effect
AmpC no deterg: blocks E. coli AmpC beta-lactamase in detergent-free assay; 0.52% of 330,000 active; Potency, µM (highest dose often 57.1 µM), without a hit: at the highest dose activity change, negative = inhibition, hits mostly inhibitors; P00811; AID 485341; AmpC nitrocefin hydrolysis, absorbance 480 nm, 0.0001% Triton;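 further: potency means the concentration at half of the fitted maximal effect; plate controls were no compound for no effect and no enzyme for full effect; nearly all actives have a fitted effect of over 20% in size; some results filed as inactive show a strong effect at the top dose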
Target sequence (P00811 whole entry, looked up): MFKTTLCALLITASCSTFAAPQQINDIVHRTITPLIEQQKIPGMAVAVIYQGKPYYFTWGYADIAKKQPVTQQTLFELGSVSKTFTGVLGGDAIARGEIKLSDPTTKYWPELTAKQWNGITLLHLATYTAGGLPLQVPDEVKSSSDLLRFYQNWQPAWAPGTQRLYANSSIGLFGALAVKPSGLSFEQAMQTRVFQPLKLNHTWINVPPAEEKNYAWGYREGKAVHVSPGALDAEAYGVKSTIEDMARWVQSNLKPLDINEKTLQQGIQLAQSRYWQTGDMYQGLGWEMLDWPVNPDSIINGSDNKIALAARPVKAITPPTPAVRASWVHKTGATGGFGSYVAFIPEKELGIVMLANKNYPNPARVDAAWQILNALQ
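20 mM phosphate pH 7.0 + 0.01% (detergent screen) or 0.0001% Triton X-100; 5.3 nM AmpC reagent; cpd preinc 15 min RT; nitrocefin (800 uM stock) to start; A480 q20 s × 4 min; Activity was normalised to no-enzyme and no-compound control wells.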
Giardia FBPA inh: blocks Giardia fructose-bisphosphate aldolase activity; purified Giardia FBPA; Potency, µM (top dose mostly 59.6 µM), inactives show top-dose activity, negative = inhibition, hits mostly inhibitors; 0.71% of 290,000 active; AID 2451; further: potency means the concentration at half of the fitted maximal effect; on the % scale 0 is the no-effect control and ±100 the full control effect; nearly all actives have a fitted effect of over 55% in size
Target sequence (A8B2U2 whole entry, looked up): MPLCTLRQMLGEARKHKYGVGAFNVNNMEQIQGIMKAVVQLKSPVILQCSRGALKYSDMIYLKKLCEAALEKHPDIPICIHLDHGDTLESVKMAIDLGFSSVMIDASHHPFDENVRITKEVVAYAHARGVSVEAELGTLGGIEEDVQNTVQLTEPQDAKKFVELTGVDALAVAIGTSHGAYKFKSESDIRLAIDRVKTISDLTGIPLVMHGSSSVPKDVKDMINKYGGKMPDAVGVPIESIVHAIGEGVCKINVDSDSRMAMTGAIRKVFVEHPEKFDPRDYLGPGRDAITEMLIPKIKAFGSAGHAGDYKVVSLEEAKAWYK
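40 nM FBPA preincubated 10 min at RT with compound (up to 57.5 uM final), then substrate plus GAPDH/TPI/NAD/arsenate coupling and diaphorase/resazurin added. Fluorescence read after 20 min at RT, 525/598 nm.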
AmpC inh detg: blocks E. coli AmpC beta-lactamase in detergent assay | P00811 | 0.041% of 370,000 active | AID 485294 | AmpC hydrolysis of nitrocefin, absorbance 480 nm, 0.01% Triton | Potency, µM (titrated, usually from 114 µM), for the others: top-dose activity change, negative = inhibition, most hits filed as inhibitors;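 further: potency means the concentration at half of the fitted maximal effect; 0% = no-compound wells and -100% = no-enzyme wells; nearly all actives have a fitted effect of over 25% in size; some results filed as inactive show a strong effect at the top dose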
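AmpC (5.3 nM in the dispensed reagent) in 20 mM phosphate pH 7.0 with 0.01% (detergent screen) or 0.0001% Triton X-100 was preincubated with compounds for 15 min at room temperature. Nitrocefin was then added from an 800 uM solution, and hydrolysis was followed at 480 nm.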
AMA1 RON2 block: AMA1-RON2 (P. falciparum) interaction inhibition. AlphaScreen AMA1-biotinylated RON2 peptide binding. Potency, µM (top dose mostly 58.2 µM), without a hit: at the top dose activity change, negative = inhibition, usual class: inhibitors. 0.2% of 360,000 active. AID 720542;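 further: potency means the concentration at half of the fitted maximal effect; 0% = vehicle wells and -100% = peptide control; nearly all actives have a fitted effect of over 45% in size; some results filed as inactive show a strong effect at the top dose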
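AMA1 (3D7) with his tag at 25 nM final met compounds first, then biotinylated RON2 peptide at 25 nM; detection used donor plus acceptor beads, 10 µg/mL apiece, read by AlphaScreen after 30 min at room temperature.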
* = called active by the depositor; ? = inconclusive; . = not tested or not shown; & = joins results of further samples; [ ] = dose if it differs, or a comment. Unless noted, the call rests on the fitted dose curve; in most records, active means well fitted curve in the direction sought with a large enough effect; inconclusive means small, poorly fitted or top-dose-only effect, or another doubt; inactive means no such curve, though single readings can be large; an effect the other way counts as inactive or inconclusive.

smiles | Shiga inhibitor | HCMV antiviral | CHX counter | AmpC no deterg | Giardia FBPA inh | AmpC inh detg | AMA1 RON2 block
COc1ccc(OC)c(NC(=O)CN2C(=O)C(=O)N(Cc3ccccc3)C2=O)c1 | . | 45.0 | . | -23.5% | . | -1.5% | -5.2%
O=C(N/N=C/c1ccc(OC(F)F)cc1OC(F)F)NC1CCCCC1 | 28.9 | -31.0 | 2.8 | 13.4% | -7.5% | 3.4% | 4.7%
Cc1nn(Cc2ccccc2)c(C)c1C(=O)OCC(=O)Nc1cc(S(C)(=O)=O)ccc1Cl | -0.4 | 31.8 | -2.3 | -10.0% | 8.5% | -4.6% | -10.0%
CCc1cccc(C)c1NC(=O)CCN1C(=O)NC(C)(C)C1=O | . | -1.9 | . | -14.7% | . | -5.6% | -3.0%
COCCNC(=O)C(c1cccnc1)N(Cc1ccc(C)cc1)C(=O)Cn1nnc2ccccc21 (stereo not drawn) | -11.3 | -15.3 | -4.8 | 91.6%[activator] | 0.9% | -0.3% | 6.0%
O=C(c1cc2c([nH]c1=O)CCCC2)N1CCc2c([nH]c3ccccc23)C1c1ccccc1F (stereo not drawn) | 18.3 | -1.8 | 6.2 | 12.0% | -4.3% | -6.0% | 13.3%
COc1ccc(Cn2nnnc2C(c2cc3cc(C)ccc3[nH]c2=O)N2CCN(C)CC2)cc1 (stereo not drawn) | -8.5 | -32.9 | -3.9 | -5.2% | -1.4% | 2.0% | -18.6%
Cc1c(C)c2ccc(OCC(=O)NCCCN3CCCC3=O)cc2oc1=O | 18.3 | ? | -6.3 | 1.9% | . | 0.4% | -5.2%
CCN(CC)S(=O)(=O)c1cc(C(=O)c2nccn2C)ccc1Cl | -0.9 | -24.9 | 9.2 | -10.0% | 6.3% | 3.3% | -3.4%
C/C(=N\Nc1ncc(Cl)cc1Cl)c1ccc(C#N)cc1 | 46.7 | -18.4 | 9.0 | -29.4% | -6.7% | 3.1% | ?
CCCCn1nnc(NC(=O)c2sc3cc(Cl)ccc3c2Cl)n1 | -2.1 | -31.6 | -1.2 | -18.7% | ? | ? | 4.6%
COc1ccc(Cl)cc1NC(=O)CN(C)C(=O)CN1C(=O)NC(C)(C)C1=O | . | -10.3 | . | -12.8% | . | 3.3% | -1.3%
Cc1cc(N2CCN(C)CC2)n2cc(-c3ccc(F)cc3)nc2n1 | -5.9 | 145.6 | -1.7 | -13.6% | -0.3% | 4.1% | 10.5%
COc1cc(/C=C/C(=O)N2CCCN(C(=O)/C=C/c3cc(OC)c(OC)c(OC)c3)CC2)cc(OC)c1OC | 17.4 | 37.4 | 4.1 | . | -0.7% | . | 5.1%
O=C(Cc1ccc(F)cc1)Nc1ccc(S(=O)(=O)N2CCCC2)cc1 | . | ? | . | -31.1% | . | -2.0% | -2.7%
Cc1ccc(OCC(=O)N/N=C\c2ccc(O)cc2)c([N+](=O)[O-])c1 | 1.8 | -19.3 | 5.0 | -37.2% | 1.5% | -4.5% | 7.7%
COc1ccc(NC(=O)CSc2ccc(-c3cccs3)nn2)c(OC)c1 | 3.3 | -4.9 | -0.6 | -29.2% | 0.2% | -4.0% | -1.6%
O=C(Nc1cccc([N+](=O)[O-])c1)c1ccc(CSc2ccccc2)cc1 | -4.8 | 5.3 | -4.5 | -22.6% | 4.8% | 2.7% | -3.4%
Cc1cccc(NC(=O)Cn2cc(C(=O)c3ccco3)c3ccccc32)c1 | -14.6 | 6.9&-22.4 | -2.4 | -32.4% | 9.1% | 29.0% | -19.0%
Cc1ccccc1NC(=O)COC(=O)CCc1c[nH]c2ccccc12 | . | -9.3 | . | -22.7% | . | 0.5% | 0.0%
O=C1OCC(CO)(CO)N=C1NNc1ccc(Cl)c(Cl)c1 | 28.5 | 6.2 | 7.7 | -9.8% | -10.7% | 2.9% | 10.9%
C/C(=N/NC(=O)c1ccncc1)C1=C(O)CC(C)(C)CC1=O | -2.5 | -25.8 | -2.0 | -30.5% | 0.5% | -1.2% | -1.4%
O=C(c1ccccc1-c1ccccc1)N1CCCC1 | 2.8 | 0.1 | 0.4 | -2.0% | 3.0% | ? | -9.5%
C=CCN(Cc1nc(-c2ccccc2)no1)C(=O)c1ccc2c(c1)OCO2 | -13.0 | -9.5 | -1.7 | -1.9% | 5.3% | -11.5% | 0.8%
CC1CN(S(=O)(=O)c2cccc(C(=O)N=c3sccn3C)c2)CC(C)O1 (stereo not drawn) | . | -0.6 | . | 10.8% | . | 0.0% | 0.9%
CC1CC(C)CN(C(=S)Nc2ccc(OC(F)F)cc2)C1 (stereo not drawn) | -1.8 | -13.3 | -1.1 | -20.6% | -9.9% | -8.8% | 3.1%
O=C(/C=C/Nc1ccc(Oc2ccccc2Cl)cc1)c1ccco1 | 117.3* | 2.9 | 37.3* | -32.3% | -5.2% | -5.9% | 20.8%
CCOC(=O)c1ccc(NC(=O)NCc2ccncc2)cc1 | -19.6 | -17.0 | 7.7 | -33.1% | -2.0% | 3.0% | -4.5%
O=C(C[C@@H]1C/C=C\C[C@H](NC(=O)OCC2c3ccccc3-c3ccccc32)C(=O)OC[C@@H]2CCCN2C1=O)N[C@H](CO)Cc1ccccc1 | . | -5.7 | . | 133.1%[activator] | . | . | 10.4%
COc1ccc(OC)c(S(=O)(=O)N(C)CC(=O)Nc2cc(Cl)ccc2OC)c1 | -6.2 | 5.2 | -2.2 | -0.7% | -0.2% | ? | -0.9%
C=CCNC(=O)c1oc2ccc(S(=O)(=O)N3CCC4(CC3)OCCO4)cc2c1C | 4.6 | 0.0 | -1.5 | 32.6% | . | 0.3% | -0.6%
CSc1ccc(C(=O)NCC(c2ccco2)N(C)C)cc1[N+](=O)[O-] (stereo not drawn) | -3.1 | -33.9 | 8.8 | -15.0% | 2.0% | -6.3% | 0.5%
COc1cc(/C=N/NC(=O)c2cccnc2)ccc1OC(=O)c1cc(OC)c(OC)c(OC)c1 | -14.7 | -11.1 | -3.6 | 71.6%[activator] | 10.9% | -0.5% | -2.7%
Cc1cc(NC(=O)CSc2nc(-c3ccc(Br)cc3)nc3c2c(=O)n(C)c(=O)n3C)no1 | -7.6 | . | -5.9 | 0.1% | . | -5.5% | 11.5%
COC(=O)C(C)N(c1ccc(OC)cc1)S(C)(=O)=O (stereo not drawn) | -33.8 | 15.2 | -2.0 | -13.7% | 3.2% | 7.4% | -2.5%
Cn1c(N2CCC(C(N)=O)CC2)nc2c1c(=O)n(Cc1cccc(Br)c1)c(=O)n2C | 12.6 | 17.7 | -3.3 | 53.7% | 8.3% | 1.4% | 1.0%
CC1CCN(S(=O)(=O)c2csc(C(=O)Nc3ccccc3)c2)CC1 | -20.3 | ? | 13.6 | -21.2% | -4.4% | 0.1% | 2.9%
Cc1ccc2c(c1)cc(CN(Cc1ccc3c(c1)OCO3)C(=O)c1ccccc1)c1nnnn12 | -12.0 | ? | -2.0 | -13.2% | 9.0% | -1.0% | 11.5%
CCCSC1=N/C(=C\c2ccc([N+](=O)[O-])o2)C(=O)S1 | -6.5 | 5.7 | 0.9 | -3.3%[2.29 µM] | ? | -14.0% | ?
Cc1ccc(NC(=O)CSc2ccc(-c3ccc4c(c3)OCO4)nn2)cc1F | -15.5 | -10.5 | -3.1 | -18.7% | 2.0% | ? | -5.9%
CCn1ncc(Cl)c1C(=O)Nc1cc(Cl)ccc1Cl | 1.5 | ? | -1.6 | . | 1.9% | 0.5% | 26.1%
CC(C)(C)c1cc(C(=O)NC2CC2)n(Cc2ccc(F)cc2)n1 | 22.8 | -2.7 | -3.6 | 18.5% | 1.1% | 5.1% | 15.5%
CC(C)Cc1nc2oc3c(Cl)ncnc3c2c2c1CCCC2 | -1.6 | 29.2 | 6.4 | -19.2% | 5.4% | 2.6% | 2.4%
Cc1nc2ncnn2c(N2CCN(S(=O)(=O)c3ccc(Br)cc3)CC2)c1C | -12.2 | -38.8 | -2.0 | -8.1% | 2.3% | -2.4% | -3.2%
C=CCn1c(Cc2ccc(OC)cc2)nnc1SCC(=O)c1cccc([N+](=O)[O-])c1 | 19.2 | -20.6 | -1.0 | -13.0% | . | -1.5% | -3.7%
Cc1nn(Cc2c(Cl)cccc2Cl)c(Cl)c1C(=O)O | -18.4 | ? | -0.6 | -29.4% | 8.2% | 3.1% | 3.2%
Nn1c(COc2ccccc2)nnc1SCC(=O)O | -4.0 | 3.1 | 8.8 | -2.2% | 5.3% | 2.9% | -7.8%
O=C(O)C1CC=CCC1C(=O)Nc1cccc(Cl)c1Cl (stereo not drawn) | 20.3 | . | -3.4 | -19.1% | 9.8% | -4.5% | .
COc1ccc(C(=O)N2CCN(S(=O)(=O)c3ccc(F)cc3)CC2)cc1OC | -11.4 | -7.4 | -1.7 | 21.8% | ? | -9.6% | -4.6%
CCCn1c2ccccc2c2nnc(SCC(=O)OCC)nc21 | -9.5 | -18.9 | 1.4 | 14.9% | 0.4% | -3.0% | 0.1%
CN(CC(=O)Nc1ccc(F)cc1)CC(=O)N1CCc2ccccc21 | . | 9.5 | . | 30.4% | . | ? | 19.7%
CSc1ccc(-c2nnn(Cc3ccccn3)n2)cc1 | 79.0* | 71.1 | 19.1* | 10.7% | -1.6% | ? | 2.6%
CCn1c(-c2ccccc2)c(C(=O)O)c2ccccc21 | 24.2 | 20.8 | -1.1 | -15.8% | -7.2% | ? | -2.2%
CCc1nc2ccccc2n(CCOCCn2c(=O)c(CC)nc3ccccc32)c1=O | 15.3 | 7.5 | -7.0 | 3.5% | 1.2% | ? | -4.5%
NCCCC(N)(C(=O)O)C(F)F (stereo not drawn) | -10.3 | 46.8 | 1.5 | -22.9% | -3.8%&-1.3% | -10.4% | 12.0%
CCn1cc(C(=O)NCCCN2CCC(C)CC2)c(=O)c2cc(S(=O)(=O)N3CCOCC3)ccc21 | -14.5 | -37.2 | -2.0 | 15.5% | -5.4% | -5.1% | 9.0%
COC(=O)c1ccc(N2CCN(c3ccccc3)CC2)c(NC(=O)C2CC2)c1 | -3.7 | 0.4 | -2.5 | -4.3% | 2.7% | -4.9% | 1.8%
CCOC(=O)CCCc1c[nH]c2ccccc12 | 37.9 | -9.9 | 7.8 | -0.9% | 0.7% | -1.3% | 0.0%
Cc1ccc(NC(=O)c2cnc(SCC(=O)c3ccccc3)n(C)c2=O)cc1 | . | . | . | -19.7% | . | -14.8% | -16.9%

Assay outcomes as filed in PubChem BioAssay.
